# Screening results from PubChem BioAssay.
# Mcl1 Noxa PPI: disrupts binding of human Mcl-1 to Noxa peptide | Q07820 | TR-FRET Mcl-1/Noxa peptide binding, 2 h | inhibition, % at 21.7 µM | hit rate 1.5% among 220,000 | AID 1022;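 active = compounds that cut the protein-peptide binding signal by more than 50% relative to plate controls in a single-dose test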;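 note: His-tagged Mcl-1 with rhodamine Noxa BH3 peptide and terbium anti-His antibody; 0% = Mcl-1 plus Noxa peptide wells and 100% = peptide-only wells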
# Target sequence (Q07820 whole entry, looked up): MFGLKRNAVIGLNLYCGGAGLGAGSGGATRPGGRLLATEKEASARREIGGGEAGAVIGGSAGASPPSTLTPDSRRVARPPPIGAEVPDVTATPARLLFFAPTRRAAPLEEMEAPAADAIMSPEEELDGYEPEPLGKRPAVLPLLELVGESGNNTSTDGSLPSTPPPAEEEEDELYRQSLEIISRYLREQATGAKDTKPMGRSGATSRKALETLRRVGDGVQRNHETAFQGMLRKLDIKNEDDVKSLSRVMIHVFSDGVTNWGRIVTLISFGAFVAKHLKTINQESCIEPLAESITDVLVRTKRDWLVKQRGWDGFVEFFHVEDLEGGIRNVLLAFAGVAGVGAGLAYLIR
# Avidin fluor: compound fluoresces at 488/530 nm on avidin beads; compound fluorescence 488/530 nm, flow cytometry; hits give high values; hit rate 0.38% among 220,000; fluorescence (KMESF) at 10 µM; in the data active = fluorescence above about 47; note: inactives centre near 10
# * = called active by the depositor.
SMILES,Mcl1 Noxa PPI,Avidin fluor
FC(F)(F)c1ccc(C2[C@H]3CN(CC4CCCCC4)[C@H](c4ccccc4)C34CC2(c2cccnc2)C4)cc1 (some centres undefined),-15,6
C=CCOc1ccc(S(C)(=O)=O)cc1,18,10
O=C(CS)Nc1ccc2ccccc2c1,-2,3
CCN(CC)CCCNCC(=O)Nc1ccc(OC)c(Cl)c1,18,7
CC1=C(C)Cc2c(OC(=O)c3ccccc3)ccc(OC(=O)c3ccccc3)c2C1,-7,2
C=CCn1c(N(C)C)nc2c1c(=O)[nH]c(=O)n2C,-2,14
O=C(Nc1ccc(Nc2ccncc2)cc1)c1ccc(Nc2ccnc3ccc([N+](=O)[O-])cc23)cc1[N+](=O)[O-],80*,6
O=C(NCCO)c1ccc2c3n(nc2c1)-c1ccccc1CO3,8,14
CC(=O)O[C@@H]1C[C@H]2C(C)=C[C@H]3OC(=O)[C@@H](C)[C@H]3C[C@H]2[C@]1(C)O,0,10
CSc1cccc(NC(=O)Nc2ccccc2C(N)=O)c1,11,4
COc1ccc(SCCN2CCN(CC(C)C)CCC2=O)cc1,21,11
CCN1C(=O)N[C@@H](c2cccs2)C(C(C)=O)=C1C,9,7
N#Cc1cnn2ccn(C3OC(CO)C(O)C3O)c12 (centres undefined),-4,6
CC(C)n1cnc2c(Nc3ccc(C(=O)O)cc3)nc(Cl)nc21,-14,8
COc1cccc(/C=C2\CCc3ccccc3C2=O)c1,17,4
CCn1c2ccccc2c2cc(NC(=O)c3ccccc3-c3ccccc3C(=O)O)ccc21,-1,8
Cn1c(=O)c(C=Nc2ccccc2)c(O)c2ccccc21,-9,6
COC(C[C@@H]1O[C@@H]1[C@@H](O)COCc1ccccc1)OC,-2,11
COc1cc2c(c(OC)c1OC)-c1c(cc3c(c1OC)OCO3)C1OC2[C@@H](C)[C@H]1C (some centres undefined),8,11
Cc1ccc(NC(=S)NC(=O)c2ccccc2)cc1NC(=S)NC(=O)c1ccccc1,14,5
O=C(O)c1cccc2c(/C=N/Nc3ccccn3)c[nH]c12,8,7
COc1cccc2nc3cc(C)c(C)cc3nc12,14,5
Cn1c2ccccc2c(=O)c2c(=O)n(Cc3ccco3)c(-c3ccc(Cl)cc3Cl)nc21,12,7
COc1ccccc1CNC(=O)C1CC2Cn3c(nc4ccccc43)C2N1C (centres undefined),14,9
OC(COc1cccc2ccccc12)CN1CCN(c2ccccc2)CC1 (centres undefined),23,10
CCCCCC(=O)Nc1cccc(C2=NOC3(C2)C[C@H](C(N)=O)N(C(=O)COc2ccc(Cl)cc2)C3)c1 (some centres undefined),-3,8
C=CCNC(=O)C1CC2Cn3c(nc4cc5ccccc5cc43)C2N1C (centres undefined),-5,14
C#CCOCCOCCOCCNc1nc(N2CCN(C(=O)[C@H](CCC(=O)O)n3cc(C(N)CO)nn3)CC2)nc(N2CCN(C(=O)[C@H](CCCCN)n3cc(C(N)CC(C)C)nn3)CC2)n1 (some centres undefined),4,7
COC(=O)C1=C(C(=O)OC)[C@@H]2N(Cc3ccccc3)c3ccccc3[C@@]23C[C@@H](C(=O)OC)N(C(=O)c2cccs2)C3=N1,2,8
O=c1[nH]cnc2c1ncn2Cc1ccc([N+](=O)[O-])cc1,-7,4
Cc1nc(C(=O)NCc2ccccc2)sc1C1(C)CC(c2cccc([N+](=O)[O-])c2)=NO1 (centres undefined),-26,7
C[C@@H]1CC=C[C@H]2[C@H]1C(=O)N(Cc1ccccc1)[C@H]2c1ccc(F)c(Br)c1,-4,12
O=S1(=O)CCN(Cc2ccccn2)CC1,-1,7
COC/C=C/C1=CC2=CC(=O)C(C)(OC(=O)c3cnc4ccccc4n3)C(=O)C2=CN1Cc1ccccc1 (centres undefined),34,8
CCOCc1cc(=O)[nH]c(SC)n1,-7,8
Cc1cc(=O)c2c(C)ccc(C)c2[nH]1,-6,9
CC(C)(C)OC(=O)NCc1ccc(NC(=O)c2nc[nH]c2C(=O)N[C@@H](Cc2ccccc2)C(=O)OC(C)(C)C)cc1,-54,10
COc1ccc2cc(C#N)c(SCC(=O)N3CC(=O)Nc4ccccc43)nc2c1,-482,8
COc1cc(NC(=O)c2cc3ccccc3cc2O)c(OC)cc1Cl,61*,9
CN1CCC(=O)N([C@H](CSc2ccc(Br)cc2)c2ccccc2)CC1,17,7
COC(=O)c1ccsc1NC(=O)c1ccc(Cl)s1,-14,8
COC(=O)c1cccc(C23CC4(C2)[C@H](CN(Cc2ccc(-c5ccccc5)cc2)[C@@H]4c2ccccc2)C3c2ccccc2)c1 (some centres undefined),-6,9
NC(=O)CC(NC(=O)c1ccccc1)c1ccc(NCCc2ccc(Cl)cc2)c([N+](=O)[O-])c1 (centres undefined),-103,7
C#Cc1ccc([C@H]2C=C(C(=O)Nc3ccccc3)O[C@@H](OCc3ccc(CO)cc3)C2)cc1,-2,9
C=CCN1C=C2C(=O)C(C)(OC(=O)c3cccs3)C(=O)C=C2C=C1CCCC(=O)OC (centres undefined),-5,17
Cn1cnc2c1c(=O)[nH]c(=O)n2C,-11,10
N=C(N)n1c(N)nc2ccccc2c1=O,-7,12
O=C(Nc1ccc(Nc2ccncc2)cc1)c1ccc([N+](=O)[O-])cc1,7,9
Cn1cnc([N+](=O)[O-])c1N=C(N)N,-7,3
O=C(Nc1ccc(Cl)c(Cl)c1)Nc1ccc([N+](=O)[O-])cn1,53*,6
COC/C=C/C1=CC2=CC(=O)C(C)(OC(=O)CCC(=O)OC)C(=O)C2=CO1 (centres undefined),50,10
CC(C)(C)OC(=O)NCCCC[C@H](NC(=O)c1[nH]cnc1C(=O)N[C@@H](Cc1ccccc1)C(=O)OC(C)(C)C)C(=O)OC(C)(C)C,-85,11
c1ccc(C2[C@H]3CN(CC4CCCCC4)[C@H](c4ccccc4)C34CC2(c2ccccc2)C4)cc1 (some centres undefined),-13,10
CCOc1nc(OCC)c2cnn(C)c2n1,4,6
Cc1nc(-c2ccc(Cl)cc2)sc1C1(C)CC(c2cccc([N+](=O)[O-])c2)=NO1 (centres undefined),-4,8
COc1cc(N=Nc2ccccc2C(=O)O)ccc1O,0,5
Cc1cc2c(cc1[N+](=O)[O-])NC(CNC(C)C)CC2 (centres undefined),9,8
CC1CCCN(c2ncnc3c2cnn3-c2ccccc2)C1 (centres undefined),0,9
CC(C)(C)n1nc(C2CC2)cc1NC(=O)Nc1ccc(Cl)cc1,7,15
Cc1cccc(CNc2ccc(C(CC(N)=O)NC(=O)Cc3cccc4ccccc34)cc2[N+](=O)[O-])c1 (centres undefined),-5,13
# Further compounds:
SMILES,Mcl1 Noxa PPI,Avidin fluor
CCS(=O)(=O)Nc1cccc(C(=O)O)c1,23,9
Nc1ccccc1Sc1cc(Cl)nnc1Cl,9,8
C/C=C/C=C/C(=O)[C@@H]1[C@@H]([C@]2(C)OC(=O)C(C)=C2O)[C@H]2/C(=C(O)/C=C/C=C/C)C(=O)[C@]1(C)C(=O)C2(C)O (some centres undefined),26,7
COCCNC(=O)C1CC2Cn3c(nc4ccccc43)C2N1C (centres undefined),-1,9
O=C(Nc1ccc(Oc2ccc(NC(=O)Nc3ccc([N+](=O)[O-])cc3)cc2)cc1)Nc1ccc([N+](=O)[O-])cc1,42,3
O=C(NCCN1CCOCC1)c1cccn2c(=O)c3c4c(sc3nc12)CCCC4,-4,6
COC(=O)c1ccc(C23CC4(C2)[C@H](CN(CC2CCCCC2)[C@@H]4c2ccccc2)C3c2ccc(Cl)nc2)cc1 (some centres undefined),-17,8
CCOC(=O)CC1C(=O)NCCN1c1nc2ccc(C)cn2c(=O)c1/C=C1\SC(=S)N(C(C)CC)C1=O (centres undefined),-19,7
CCNc1nn2ccccc2c1/C=C(\C#N)C(=O)OCC,6,6
CCCCOC(=O)c1cc(Cl)c(O)c(OC)c1,3,6
CCC(=Cc1ccc(CC)cn1)CC,-1,7
COc1cc(O)c(C(CCN2CCCC(C)C2)c2ccc3c(c2)OCO3)c(OC)c1 (centres undefined),2,7
O=S1(=O)[C@H]2CC3O[C@]2(C[C@@H]3c2ccc(F)cc2)CN1Cc1ccc(Cl)cc1,-1,8
Cn1c(=O)c2c(SCC(=O)NCCc3ccccc3)nc(C3CC3)nc2n(C)c1=O,9,6
Cc1cc(=O)c2cc3nc(-c4cccnc4)oc3c(Br)c2o1,54*,6
CSc1nc(N)c(C(=O)Nc2ccc([N+](=O)[O-])cc2)s1,33,5
CCCCOc1ccc(OC(=O)Nc2cc(Cl)ccc2OC)cc1,2,10
O=C1CCCc2cc3c(cc21)CC1(C3)Cc2cc3c(cc2C1)C(=O)CCC3,-8,7
CC(C)C[C@H](CO)Nc1nc(N(C)c2cccc(Cl)c2)c2ncn(C(C)C)c2n1,23,8
C=C(C)C(=O)Nc1cccc(C2=NOC3(C2)C[C@H](C(N)=O)N(C(=O)CC)C3)c1 (some centres undefined),69*,17
C=CCNC(=S)NCC,-2,3
Cn1c(=O)c2c(nc(Cc3ccccc3)n2C)n(C)c1=O,20,6
NC1=NC[C@H](Cc2ccccc2)N1CCc1cccc(F)c1,16,11
C[C@H]1[C@H](C)CC[C@]2(C)CC[C@]3(C)C(=CC[C@@H]4[C@@]5(C)CC[C@@H](O)[C@](C)(C(=O)O)[C@@H]5CC[C@]43C)[C@H]12,-11,7
Cc1cc(/C=N/Nc2nc(N)ncc2[N+](=O)[O-])c(C)n1-c1ccccc1F,-20,7
CSc1nc(N)c(C(=O)NC2CCCCC2)s1,27,7
CC(=O)Nc1ccc(OCCOc2ccc([N+](=O)[O-])cc2)cc1,-11,9
C/C=C\C(=O)Nc1cccc(C2=NOC3(C2)C[C@@H](C(N)=O)N(C(=O)C2(C)CC2)C3)c1 (some centres undefined),-30,8
O=C(Nc1cccc(Cl)c1)c1cc(N=Nc2ccc([N+](=O)[O-])cc2Cl)ccc1O,109*,7
COc1ccc(-c2c([C@H]3[C@H]4C=CC[C@@H](C)[C@@H]4C(=O)N3Cc3ccccc3)ccc3ccccc23)cc1,-10,8

# Ordered by molar mass (ascending): part of the list above
SMILES,Mcl1 Noxa PPI,Avidin fluor
C=CCNC(=S)NCC,-2,3
Cn1c(=O)c2c(nc(Cc3ccccc3)n2C)n(C)c1=O,20,6
NC1=NC[C@H](Cc2ccccc2)N1CCc1cccc(F)c1,16,11
CSc1nc(N)c(C(=O)Nc2ccc([N+](=O)[O-])cc2)s1,33,5
CC(=O)Nc1ccc(OCCOc2ccc([N+](=O)[O-])cc2)cc1,-11,9
O=C1CCCc2cc3c(cc21)CC1(C3)Cc2cc3c(cc2C1)C(=O)CCC3,-8,7
Cc1cc(=O)c2cc3nc(-c4cccnc4)oc3c(Br)c2o1,54*,6
Cc1cc(/C=N/Nc2nc(N)ncc2[N+](=O)[O-])c(C)n1-c1ccccc1F,-20,7
C=C(C)C(=O)Nc1cccc(C2=NOC3(C2)C[C@H](C(N)=O)N(C(=O)CC)C3)c1 (some centres undefined),69*,17
O=S1(=O)[C@H]2CC3O[C@]2(C[C@@H]3c2ccc(F)cc2)CN1Cc1ccc(Cl)cc1,-1,8
C/C=C\C(=O)Nc1cccc(C2=NOC3(C2)C[C@@H](C(N)=O)N(C(=O)C2(C)CC2)C3)c1 (some centres undefined),-30,8
CC(C)C[C@H](CO)Nc1nc(N(C)c2cccc(Cl)c2)c2ncn(C(C)C)c2n1,23,8
O=C(Nc1cccc(Cl)c1)c1cc(N=Nc2ccc([N+](=O)[O-])cc2Cl)ccc1O,109*,7
C[C@H]1[C@H](C)CC[C@]2(C)CC[C@]3(C)C(=CC[C@@H]4[C@@]5(C)CC[C@@H](O)[C@](C)(C(=O)O)[C@@H]5CC[C@]43C)[C@H]12,-11,7
COc1ccc(-c2c([C@H]3[C@H]4C=CC[C@@H](C)[C@@H]4C(=O)N3Cc3ccccc3)ccc3ccccc23)cc1,-10,8

# Carrying on:
SMILES,Mcl1 Noxa PPI,Avidin fluor
OCn1c2ccccc2c2ccccc21,6,9
COc1ccc(-c2cc(=O)c3ccccc3o2)cc1,12,5
NS(=O)(=O)c1cc2c(cc1Cl)NC(Cc1ccccc1)NS2(=O)=O (centres undefined),-6,5
CS(=O)(=O)c1ccc2nc(NC(=O)c3ccc(N4C(=O)CCC4=O)cc3)sc2c1,20,8
CC(C)c1nc2c(c(=O)n(C)c(=O)n2C)n1C,-2,10
CCN(CC)C(C)C#CCC(c1ccccc1)c1ccccc1 (centres undefined),-8,8
COC(=O)C1=C(C(=O)OC)[C@@H]2N(C)c3ccccc3[C@@]23C[C@@H](C(=O)OC)N(C(=O)c2ccc(Br)cc2)C3=N1,-19,8
NC(=O)CC(NC(=O)Cc1ccc(Br)cc1)c1ccc(N2CCN(c3ccccc3)CC2)c([N+](=O)[O-])c1 (centres undefined),-1,11
COC(=O)c1cccc(C23CC4(C2)[C@H](CN(Cc2cccnc2)[C@@H]4c2ccccc2)C3c2ccc(Cl)nc2)c1 (some centres undefined),-10,8
COc1ccc(-c2cc(C(F)(F)F)c(C#N)c(SCC(=O)O)n2)cc1OC,20,10
COC(=O)Cn1c(=NC(=O)CSCC(=O)Nc2cc(C)on2)sc2ccccc21,11,10
C=CCNc1ncnc2sc(SC)nc12,4,8
CCCCCN1C/C=C\C(c2ccc(OC)cc2)N(Cc2ccc(F)cc2)C(=O)C1 (centres undefined),5,8
CCn1cc(S(=O)(=O)CC(=O)Nc2cccc(C)c2)c2ccccc21,9,10
COC(=O)CCCC1=CC2=C(c3ccccc3)C(=O)C(C)(OC(=O)C3CCCC3)C(=O)C2=CN1CCN1CCOCC1 (centres undefined),2,8
COc1ccc2[nH]c(C(=O)NCCN3CCCCC3)cc2c1,0,8
COC(C[C@@H]1O[C@H]1[C@@H](O)[C@@H](C)OCc1ccccc1)OC,1,9

# Only part of the results is shown; the hit share may differ from the screen's.
